Menin-MLL TR inh: qHTS Assay for Inhibitors Targeting the Menin-MLL Interaction in MLL Related Leukemias: Competition With Texas Red Labeled MLL-derived Mutant Peptide. O00255. Menin + Texas Red MLL mutant peptide, fluorescence polarization. Potency, µM (top dose mostly 61.6 µM), for the others: at the top dose FP activity change, negative = inhibition, actives largely listed as inhibitors. hit rate 0.23% among 270,000; active = well fitted inhibition curve with a large enough effect in the polarisation, with a control signal flat, not every such curve was filed as active; inconclusive = small, poorly fitted or top-dose-only effect, or effect the other way, or a change in a side signal; inactive = no such curve, though single readings can be large or run the other way; the % refers to the polarisation; also: potency is read from the fitted curve at half-maximal effect; % of control where 0% means no effect; many of its hits are not listed in these tables
Mito fusion act: qHTS Assay for Small Molecule Inhibitors of Mitochondrial Division or Activators of Mitochondrial Fusion | S. cerevisiae fusion-defective mutant growth rescue, CellTiterGlo 48 h | Potency, µM (highest dose often 46.1 µM), without a hit: at the highest dose growth rescue (activation), hits mostly activators | hit rate 0.23% among 320,000 | AID 485298, 2010;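 also: potency is read from the fitted curve at half-maximal effect; % of control where 0% means no effect; nearly all actives have a fitted effect of over 45% in size; temperature-sensitive fusion mutants such as fzo1-1 at 37 °C on non-fermentable ethanol glycerol medium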
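Yeast fusion mutant, YPEG (non-fermentable carbon), compound, 48 h at 37C non-permissive; CellTiterGlo added, 10 min RT, luminescence read. Rescued growth = division inhibition.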
MBNL1 CUG block: qHTS Assay for Inhibitors of MBNL1-poly(CUG) RNA binding | TR-FRET MBNL1-His/biotin-(CUG)12 binding, 665/545 ratio | Potency, µM (highest dose often 57.5 µM), for the others: at the top dose activity change, negative = inhibition, actives largely listed as inhibitors | hit rate 0.036% among 280,000 | AID 2675, 2010; active = well fitted inhibition curve with a large enough effect in the signal ratio, with a control signal flat, not every such curve was filed as active; inconclusive = small, poorly fitted or top-dose-only effect, or effect the other way, or a change in a side signal; inactive = no such curve, though single readings can be large or run the other way; the % refers to the signal ratio; also: potency is read from the fitted curve at half-maximal effect; % is scaled to controls: 0 for no effect and ±100 for the full control effect
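TR-FRET readout: Ex 340 nm, 665/545 nm emission ratio, normalized to buffer-only (basal) and MBNL1-(CUG)12 controls. Complex of MBNL1-His with Biotin-(CUG)12, compounds 92 nM–58 uM, incubated 60 min at room temperature.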
PTAP TSG101 blk: qHTS Assay for Iinhibitors of HIV-1 Budding by Blocking the Interaction of PTAP/TSG101 | Fluorescence polarization, FITC-PTAP peptide / Tsg101 binding | Potency, µM (doses to about 115 µM), inactives show at the top dose activity change, negative = inhibition, usual class: inhibitors | 340,000 tested, under 10 active | AID 493005, 2010; active = well fitted inhibition curve with a large enough effect in the main read-out, with a control signal flat, not every such curve was filed as active; inconclusive = small, poorly fitted or top-dose-only effect, or effect the other way, or a change in a side signal; inactive = no such curve, though single readings can be large or run the other way; also: potency is read from the fitted curve at half-maximal effect; % of control where 0% means no effect
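Fluorescence polarization binding of Tsg101 binding domain (10 uM final) to FITC-labeled PTAP peptide (50 nM final) in HEPES pH 7.5 buffer with NaCl, Tween 20, EDTA, TCEP. Compounds added before peptide; binding 20 min at RT.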
Integrin act MD: qHTS for Activators of Integrin-Mediated Alleviation for Muscular Dystrophy | alpha7betagal myoblasts, beta-gal FDG fluorescence, 48 h | Potency, µM (series often up to 38.3 µM), for the others: at the highest dose activation, hits mostly activators | hit rate 0.064% among 350,000 | AID 624291, 2012;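 also: potency is read from the fitted curve at half-maximal effect; 100% = response of the positive control SU9516; nearly all actives have a fitted effect of over 60% in size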
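alpha7betagal+/- myoblasts (passage 13, 250/well) treated 48 h at 37C with compounds at 1:260 dilution of DMSO stock. Lysed, then beta-galactosidase activity read as FDG fluorescence (ex 480/em 540) after 30 min, with pre-read for autofluorescence.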
MLL CXXC-DNA inh: qHTS Fluorescence Polarization Assay for Inhibitors of MLL CXXC domain - DNA interaction | MLL-CXXC / FITC-HOXA9 DNA fluorescence polarization | Histone-lysine N-methyltransferase 2A (Homo sapiens), Q03164 | AID 2662, 2010 | hit rate 0.037% among 290,000 | Potency, µM (series often up to 115 µM), for the others: top-dose activity change, negative = inhibition, hits mostly inhibitors; active = well fitted inhibition curve with a large enough effect in the polarisation, with a control signal flat, not every such curve was filed as active; inconclusive = small, poorly fitted or top-dose-only effect, or effect the other way, or a change in a side signal; inactive = no such curve, though single readings can be large or run the other way; the % refers to the polarisation; also: potency is read from the fitted curve at half-maximal effect
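Steps: dispense CXXC domain solution (7 uM) → pin compounds or unlabeled HOX-A9 DNA control → 5 min ambient → add FLSN-HOX-A9 solution (50 nM) → spin → 30 min ambient → fluorescence polarization. Tris pH 7.5/NaCl/DTT/BSA buffer.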
TCR act: Activators of T cell receptors: qHTS campaign | primary human leukocytes, anti-CD3, IL-2 HTRF, 48 h | Potency, µM (series often up to 9.22 µM), for inactives: at the highest dose activation of IL-2 secretion, actives largely listed as activators | 330,000 tested, under 10 active | AID 504894, 2011; also: % of control where 0% means no effect
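48 hr co-incubation of compounds, a-CD3 beads and primary human leukocytes; IL-2 quantified homogeneously by HTRF with anti-IL-2 K and d2 conjugates.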
TSHR antag: Antagonists of the Thyroid Stimulating Hormone Receptor: HTS campaign | AID 504810, 2011 | TSHR-expressing cells, TSH-stimulated cAMP HTRF, 2 h; hits give low values | activity change, negative = inhibition, % at 11.5 µM | hit rate 0.2% among 330,000;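 active = activity change below a set negative limit, meaning inhibition stronger than a set level, cut at about -70% in these data; inconclusive = activity change between two set negative limits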; also: % is scaled to controls: 0 for no effect and ±100 for the full control effect
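Cell-based HTRF cAMP assay; TSHR cells + compound, TSH EC80 (4nM final), 2 h, 37 deg C. Lysis with anti-cAMP cryptate and cAMP-d2, 30 min RT, read 665/620 nm.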
AT treatment: qHTS Assay for Identifying a Potential Treatment of Ataxia-Telangiectasia; […] A-T fibroblasts, KAP-1 phosphorylation AlphaLISA; neocarzinostatin DNA damage 30 min before lysis; Potency, µM (top dose mostly 57.5 µM), without a hit: at the highest dose activation, hits mostly activators; hit rate 0.19% among 320,000; AID 485349, 2010; also: potency is read from the fitted curve at half-maximal effect; % of control where 0% means no effect; nearly all actives have a fitted effect of over 45% in size
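hTERT-immortalized A-T patient fibroblasts ([…]), 500 cells/well in OPTI-MEM, 1% FBS, got compounds for 60 min, then NCS for 30 min at 37C. Lysates were then assayed for phospho-KAP-1 by AlphaLISA (anti-pKAP1 donor, anti-KAP1 acceptor beads), 6 hr at 25C.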
S-ASM inh: Inhibitors of Secretory Acid Sphingomyelinase (S-ASM): qHTS; Potency, µM (highest dose often 57.5 µM), inactives show at the highest dose activity change, negative = inhibition, actives largely listed as inhibitors; AID 504937, 2011; placental ASM, HMU-PC fluorogenic substrate, 60 min; hit rate 0.006% among 340,000; Sphingomyelin phosphodiesterase (Homo sapiens), P17405; also: potency is read from the fitted curve at half-maximal effect
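Human placenta-derived ASM enzyme was preincubated with compound for 10 minutes at room temperature, then given fluorogenic substrate HMU-PC0 (9 uM final) for 60 minutes at 37 °C; a pH 10 stop preceded fluorescence reading at Ex 386/Em 447 nm.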
* marks the source's active call; other numbers are inactive results; ? = inconclusive; . = no result given; [ ] = dose if it differs, or a comment. Unless noted, calls follow the shape of the dose curve; as a rule, active = well fitted curve in the direction sought with a large enough effect; inconclusive = small, poorly fitted or top-dose-only effect, or another doubt; inactive = no such curve, though single readings can be large; an effect the other way counts as inactive or inconclusive. Only part of the results is shown (hit frequency here may not be typical).

nr | structure | Menin-MLL TR inh | Mito fusion act | MBNL1 CUG block | PTAP TSG101 blk | Integrin act MD | MLL CXXC-DNA inh | TCR act | TSHR antag | AT treatment | S-ASM inh
1 | COc1ccc(NC(=O)c2ccccc2NS(=O)(=O)c2ccc(CNC(C)=O)cc2)c(OC)c1 | 10% | -5% | -2% | 0% | -34% | 8% | -1% | -13 | -2% | 1%
2 | COc1ccc(OC(=O)CCCN2C(=O)c3ccccc3C2=O)cc1 | 39%[activator] | 4% | 10% | 0% | -1% | 24% | 2% | -4 | -2% | -2%
3 | O=C1/C(=C/c2ccc(F)cc2)SC(=S)N1CC(=O)N1CCCCC1c1cccnc1 (stereo not drawn) | . | -11% | ? | -4% | 1% | -12% | -5% | -14 | -6% | -2%
4 | c1ccc(-n2cc(CN3CCCC3)c(-c3ccc4c(c3)OCO4)n2)cc1 | -24% | -3% | -6% | -7% | 1% | 14% | -7% | 18 | -2% | 5%
5 | COCCCN1C(=O)c2ccc(C(=O)N3CCN(c4ccccc4OC)CC3)cc2C1=O | 4% | -5% | ? | -2% | 9% | 31%[activator] | 10% | 12 | 1% | 4%
6 | COc1ccc(CNC(=O)CN(CC2CCCO2)C(=O)CNS(=O)(=O)c2ccccc2)cc1 (stereo not drawn) | -11% | 1% | -4% | 0% | 16% | 2% | -1% | 8 | -11% | -1%
7 | Nc1c(C(=O)N2CCCCCC2)oc2ccccc12 | -25% | -7% | 11% | -3% | 0% | 4% | -2% | -12 | 2% | -3%
8 | Cc1ccc(S(=O)(=O)N2[C@@H](c3ccc(C(C)(C)C)cc3)C(C(=O)O)=CC[C@H]2c2ccc(Cl)cc2)cc1 | . | . | . | -9% | -19% | . | 0% | -23 | 17% | -5%
9 | CSc1nc(Cl)c(Cc2ccc(OC(C)C)cc2)c(N(C)C)n1 | -6% | 9% | -2% | -2% | -30% | 0% | -3%[46.1 µM] | -35 | 3% | -6%
10 | O=C(Nc1ccccc1)C1=C(O)CC(c2ccc(Cl)cc2)N2CCN=C12 (stereo not drawn) | 18% | ? | 1% | -3% | -8% | -2% | 1%[46.1 µM] | -15 | 3% | -6%
11 | O=C1C2Sc3[nH]c(=O)sc3C(c3cc([N+](=O)[O-])ccc3O)C2C(=O)N1c1ccccc1 (stereo not drawn) | . | 2% | 12% | -2% | 7% | -20% | -6% | -7 | -27% | -4%
12 | CCc1nnc(NC(=O)CCC(=O)Nc2ccc(C)cc2)s1 | . | -1% | ? | 5% | 1% | 4% | 10% | -16 | 14% | 11%
13 | CCOC(=O)C1CCCN(C(=O)Cn2nc(C)n3c(cc4c(OC)cccc43)c2=O)C1 (stereo not drawn) | . | 1% | ? | 1% | 0% | -1% | 10% | 0 | 0% | 6%
14 | OC(COc1ccc(CN2CCCCO2)cc1)CN1CCCCC1 (stereo not drawn) | 0% | -1% | 4% | -4% | 18% | -5% | -2% | -4 | 3%[11.5 µM] | 4%
15 | CC(C)(C)Cc1cc(N)on1 | 8% | -5% | -7% | 1% | -10% | -3% | 2%[46.1 µM] | -2 | -4% | 2%
16 | COC(=O)C1=C(C)N(C)C(=S)N(C)C1c1cccc(Br)c1 (stereo not drawn) | 1% | 22% | -3% | -1% | 4% | 20% | 4% | -17 | 7% | -3%
17 | Cc1cc(=O)n2nc(N3CCCC3C(=O)NCCCN3CCCCC3)sc2n1 (stereo not drawn) | 15% | 6% | -5% | 1% | -1% | -9% | 6% | 3 | 6% | -2%
18 | NC(=O)CN1C(=O)C2C3c4ccccc4C(c4ccccc43)C2C1=O (stereo not drawn) | 2% | -2% | 14% | -2% | 1% | 7% | -3% | 20 | -4% | 1%
19 | Cc1ccc(C(=O)NCCCc2ccccc2)c(C)c1 | -18% | 6% | -6% | -2% | -8% | -1% | 3% | -2 | 0% | 5%
20 | O=C1CC(SC(=Nc2ccccc2)Nc2ccccc2)C(=O)N1c1ccc(Cl)c(Cl)c1 (stereo not drawn) | ? | -15% | 5% | -1% | -53%[inhibitor] | 16% | -3% | -2 | -4% | -15%
21 | Cc1cccc(C(=O)Nc2sc(-c3ccccc3)cc2C(=O)O)c1 | . | 15% | -3% | -1% | 5% | -10% | -18% | -34 | -4% | 45%[activator]
22 | CCC(C)[C@H](NC(=O)N1CC(=O)Nc2ccccc21)C(=O)N1CCC[C@@H]1C(=O)O (stereo partly drawn) | 29% | 15% | -9% | -3% | 22% | ? | -1% | 31 | 23% | -1%
23 | CN(C[C@@H](CC1CCCCC1)N(C[C@H](Cc1ccccc1)N(CCc1ccccc1)N=O)N=O)N=O | -5% | -1% | -7% | -8% | 3% | -2% | 1% | -22 | 5% | -1%
24 | CCn1c(NC(=S)Nc2ccccc2)nc2ccccc21 | ? | -7% | 25% | -4% | -27% | -5% | -1% | 3 | 1% | -2%
25 | CN1CCN(C(=O)/C(=C/c2cccs2)NC(=O)c2ccco2)CC1 | 9% | -4% | 9% | -2% | ? | -7% | 5% | -1 | 3% | -1%

Quoted from the listing:
Integrin act MD with cpd 11 : 7%
MBNL1 CUG block with cpd 18 : 14%
MLL CXXC-DNA inh with cpd 21 : -10%

More structures follow:
nr | structure | Menin-MLL TR inh | Mito fusion act | MBNL1 CUG block | PTAP TSG101 blk | Integrin act MD | MLL CXXC-DNA inh | TCR act | TSHR antag | AT treatment | S-ASM inh
26 | O=C(NCCCn1ccnc1)c1ccc(-c2cccc(C(F)(F)F)c2)o1 | . | . | . | -1% | -34% | . | -5% | -4 | -4% | -6%
27 | COc1ccc(S(=O)(=O)N2CCCCC2)cc1 | -14% | 0% | 7% | -5% | -6% | 0% | -16% | -12 | 3% | 2%
28 | Cc1cc(N2CCN(c3ccc(F)cc3)CC2)n2ncnc2n1 | . | 4% | -9% | -1% | 2% | -7% | 3% | 1 | -11% | -1%
29 | CCOC(=O)c1ccc(NC(=O)c2ccco2)cc1 | 13% | 3% | -9% | -1% | 0% | 12% | 7% | -5 | 19% | -5%
30 | COc1ccc(Cl)cc1C(=O)Nc1ccc(N(C)C(C)=O)cc1 | -3% | -2% | -4% | -7% | 10% | 8% | 5% | 6 | 0% | 2%
31 | CC(OCc1ccccc1)C(NC(=O)OC(C)(C)C)C(=O)NCC1CCCO1 (stereo not drawn) | -18% | 2% | 2% | -3% | 16% | -1% | 3% | 7 | 3% | 7%
32 | CC(C)C(C)NC(=O)CN1C(=O)NC(C)(c2ccc3ccccc3c2)C1=O (stereo not drawn) | -7% | 3% | -1% | -4% | 18% | 9% | 3% | 2 | -2% | 2%
33 | Cc1ccc(NC(=O)CC2C(=O)NC3CCCCC3N2C(=O)c2ccc(F)cc2)cc1C (stereo not drawn) | 24% | -5% | -14% | 0% | -1% | -4% | -7% | 13 | -12% | -1%
34 | CC1CC(C)CN(CCCNC(=O)c2ccc3c(c2)N(Cc2ccccc2)C(=O)c2ccccc2S3=O)C1 (stereo not drawn) | ? | 16% | -4% | -1% | -45% | 3% | -4% | 22 | -2% | -7%
35 | CCn1c(SCC(=O)Nc2ccc(C)cc2)nnc1-c1ccc(O)cc1 | 5% | -2% | -6% | -6% | -23% | 8% | 5%[46.1 µM] | -7 | -1% | 5%

Arranged by molecular weight (smallest number first): some entries from above.
nr | structure | Menin-MLL TR inh | Mito fusion act | MBNL1 CUG block | PTAP TSG101 blk | Integrin act MD | MLL CXXC-DNA inh | TCR act | TSHR antag | AT treatment | S-ASM inh
28 | Cc1cc(N2CCN(c3ccc(F)cc3)CC2)n2ncnc2n1 | . | 4% | -9% | -1% | 2% | -7% | 3% | 1 | -11% | -1%
26 | O=C(NCCCn1ccnc1)c1ccc(-c2cccc(C(F)(F)F)c2)o1 | . | . | . | -1% | -34% | . | -5% | -4 | -4% | -6%
32 | CC(C)C(C)NC(=O)CN1C(=O)NC(C)(c2ccc3ccccc3c2)C1=O (stereo not drawn) | -7% | 3% | -1% | -4% | 18% | 9% | 3% | 2 | -2% | 2%
